From PubChem
OX1R antag-1: OX1R (human) antagonism. OX1R-expressing cells, FRET antagonist read-out. inhibition, % at 6.6 µM. actives 1.8% (n = 330,000). AID 485270; in the data active = inhibition mostly above about 38%, no sharp cut-off; inactive = mostly below about 40%;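 note: 0% = agonist challenge alone and 100% = reference antagonist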
Target sequence (O43613 whole entry, looked up): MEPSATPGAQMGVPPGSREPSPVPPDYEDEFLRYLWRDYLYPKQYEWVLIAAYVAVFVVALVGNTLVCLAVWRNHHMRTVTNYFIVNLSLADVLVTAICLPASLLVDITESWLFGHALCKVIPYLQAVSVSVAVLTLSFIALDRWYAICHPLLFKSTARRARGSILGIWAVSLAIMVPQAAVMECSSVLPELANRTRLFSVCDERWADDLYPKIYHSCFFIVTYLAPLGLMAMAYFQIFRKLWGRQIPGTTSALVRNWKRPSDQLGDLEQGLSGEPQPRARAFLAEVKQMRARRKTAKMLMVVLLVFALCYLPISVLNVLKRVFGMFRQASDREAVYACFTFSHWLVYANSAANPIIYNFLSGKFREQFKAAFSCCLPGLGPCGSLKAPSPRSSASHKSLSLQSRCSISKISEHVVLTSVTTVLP
STK33 inh: human STK33 kinase inhibition | purified STK33, MBP phosphorylation, ADP-Glo luminescence | inhibition, % at 10 µM | Q9BYT3 | AID 2661 | actives 0.073% (n = 320,000);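 active = inhibition at or above 25%, using the most active replicate where run in duplicate; inactive = inhibition below 25%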
Target sequence (Q9BYT3 whole entry, looked up): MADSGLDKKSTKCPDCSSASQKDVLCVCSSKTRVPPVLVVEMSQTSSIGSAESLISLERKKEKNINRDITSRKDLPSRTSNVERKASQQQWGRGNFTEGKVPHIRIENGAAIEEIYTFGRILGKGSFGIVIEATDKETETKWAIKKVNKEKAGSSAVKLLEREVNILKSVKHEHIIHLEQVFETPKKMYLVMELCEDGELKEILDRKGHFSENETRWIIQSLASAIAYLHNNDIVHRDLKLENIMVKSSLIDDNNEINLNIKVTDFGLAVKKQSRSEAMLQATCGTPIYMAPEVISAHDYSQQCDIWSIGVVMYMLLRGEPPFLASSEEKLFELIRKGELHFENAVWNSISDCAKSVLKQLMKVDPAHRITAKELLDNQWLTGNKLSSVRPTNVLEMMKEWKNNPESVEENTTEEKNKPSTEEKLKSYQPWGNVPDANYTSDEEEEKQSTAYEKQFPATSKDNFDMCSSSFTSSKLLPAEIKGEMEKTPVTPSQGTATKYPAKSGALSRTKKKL
OX1R antag-2: antagonists of human orexin 1 receptor; O43613; CHO/OX1R cells, Fluo-8 calcium fluorescence, orexin A; inhibition, % at 5 µM; actives 0.43% (n = 330,000); AID 434989;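 active = inhibition above its plate's threshold, mean inhibition of all tested compounds on the plate plus 3 SD, cut at about 37% in these data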;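 note: 0% = orexin A challenge wells and 100% = SB-334867-A antagonist wells; not every result past the cut was called active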
Active calls of the source: *; & = joins results of further samples.

Value order – OX1R antag-1, STK33 inh, OX1R antag-2
CN(CC(=O)Nc1ccccc1Br)C(=O)COc1ccc2ccccc2c1
    41*, -1.2, 1
CCc1cc(-c2n[nH]c(=S)n2CC)cs1
    2, -1.2, -3
CC(C)c1ccc(NC(=O)CCNS(=O)(=O)c2ccc3[nH]c(=O)oc3c2)cc1
    28, 0.4, -16
COc1ccc(OC)c2sc(N(CCCN(C)C)C(=O)CCS(=O)(=O)c3ccccc3)nc12
    19, 3.7, -7
Cc1ccc(NC(=S)N2CCC(C(N)=O)(N3CCCCC3)CC2)c(C)c1
    13, -2.1, -6
COc1ccccc1NS(=O)(=O)c1ccc2c(c1)CCN2C(=O)CCC(=O)O
    5, -1.2, -9
CC(C)c1ccc(N(C(=O)c2csnn2)C(C(=O)NC2CCCC2)c2cccnc2)cc1 (stereo not given)
    24, -1.1, -23
CCc1cc2c(NCCN3CCCCC3)ncnc2s1
    12, 0.1, -28
CCSc1nnc(CSc2ncccn2)n1C
    18, 0.0, -8
Nc1nonc1-n1nncc1-c1ccccc1
    9, 0.7, -5
O=C(O)c1ccc(CSCc2ccccc2Cl)o1
    7, -0.8, -4
Clc1ccc(Cl)c(-c2nn3c(Cn4cnc5ccccc54)nnc3s2)c1
    25, 0.5, -4
COc1ccc(Nc2nc(C(=O)N3CCc4cc(OC)c(OC)cc4C3)cs2)cc1
    16, 2.8, -38
C=CCN1C(=O)C2C3CC(=O)C(c4ccccc43)C2C1=O (stereo not given)
    13, -0.7, -5
COc1cccc(-n2c(SCC(N)=O)nnc2-c2ccncc2)c1
    22, -0.8, 19

The list continues:
Value order – OX1R antag-1, STK33 inh, OX1R antag-2
COc1cccc(C(=O)NC(c2ccccc2)C2CCCC2)c1 (stereo not given)
    17, 0.9, -28
CSc1ccccc1C(=O)Nc1c(C)cccc1C
    9, -1.5, -11
Oc1ccccc1C1NN=C(c2ccccc2)S1 (stereo not given)
    -2, -0.1, -6
O=C(OCC(=O)N1CCN(c2ccccc2)CC1)c1cnc(Cl)c(Cl)c1
    14, -0.9, -12
CC1CCc2cc(F)ccc2N1C(=O)c1cccs1 (stereo not given)
    17, -0.7, -12
CCCCCC(=O)Nc1ccc2oc(-c3ccncc3)nc2c1
    19, -1.3, -16
COC(=O)Cc1c(O)ccn(Cc2ccc(Cl)c(Cl)c2)c1=O
    16, 0.9, -1
O=C(Cn1cnc2c(nnn2Cc2ccccc2F)c1=O)N1CCN(c2ccccc2)CC1
    -1, -1.9, -11
CC1CCCCC1NC(=O)COC(=O)c1ccccn1 (stereo not given)
    -1, -2.2, -2
COc1ccccc1CNC(=O)c1cccc(S(=O)(=O)N(C)c2ccccc2)c1
    15, 0.7, 3
Cc1ccc(OCCNC(=O)C2CC(=O)N(c3ccc(C)cc3)C2)cc1 (stereo not given)
    26, -1.2, -8
CN(CCCCN1CCOCC1)Cc1nc(-c2ccc3c(c2)OCO3)no1
    0, -1.1, -14
COc1ccc(CNc2nc(NCc3ccc(OC)cc3)n(S(C)(=O)=O)n2)cc1
    18, -0.9, -23
COCC(=O)Nc1c(C(=O)Nc2ccccc2OC)oc2ccccc12
    3, -0.4, -28
Cc1[nH]n(C)c(=O)c1N=Nc1ccc(S(C)(=O)=O)cc1
    76*, 2.3, -4

(cont.)
Value order – OX1R antag-1, STK33 inh, OX1R antag-2
Cc1c(Cl)cccc1S(=O)(=O)N1CCC(C(=O)NNC(=O)C2CC2)CC1
    9, 0.5, -17
CCCN1C(=O)c2ccccc2NC1c1ccc(Br)cc1 (stereo not given)
    -5, -0.8, -16
CC1(C)C(=O)Nc2ccccc2N1C(=O)CSc1ncccn1
    -2, -2.0, -14
Cc1ccc(C(=O)NC(C)C(c2cccs2)N2CCCC2)s1 (stereo not given)
    2, -0.6, -8
CCCc1nc2n[nH]c(N)c2c2c1CCC2
    12, -1.9, -8
O=C(NCc1cccnc1)c1ccc(COc2ccccc2Cl)cc1
    4, -0.4, -5
COC(CNC(=O)C(=O)Nc1ccc2c(c1)N(S(=O)(=O)c1cccs1)CCC2)OC
    6, 0.7, -16
Cc1nc2ccc(NC(=O)c3ccco3)cc2s1
    15, 3.4, -16
N#Cc1ccsc1NC(=O)COC(=O)c1ccc(Br)o1
    6, -0.4, -4
O=C(NC(=S)Nn1cnnc1)c1ccccc1Cl
    5, -0.5, -7
CCn1nnnc1SCC(=O)N(C1CCCCC1)C1CCCCC1
    -6, -0.2, -14
C=CCc1cccc2cc(C(=O)Nc3ccc(NC(C)=O)cc3)c(=O)oc12
    13, 0.0, -29
Fc1ccc(Br)cc1SCCc1ccncc1
    1, -0.2, -18
C=CCSc1nc2c(c(=O)n(C)c(=O)n2C)n1CC
    13, -1.2, 10
N#Cc1ccc(N2Cc3ccccc3C2=NC(=O)c2cccnc2Cl)cc1
    15, 0.5, -17

(listing goes on)
Value order – OX1R antag-1, STK33 inh, OX1R antag-2
COc1ccc(CNCCC(c2ccc(OC(C)C)cc2)C(C)C)cc1OC (stereo not given)
    -1, -1.1, -34
O=C1CCCC2=C1C(c1cccs1)n1nc(SCc3ccccc3F)nc1N2 (stereo not given)
    9, 0.3, -31
CCS(=O)(=O)N1CCC(C(=O)NCCc2ccc(OC)c(OC)c2)CC1
    10, 1.2, -10
CCCn1nc(C(=O)NNC(=O)c2cccc(S(=O)(=O)NC(C)C)c2)c2ccccc2c1=O
    17, 0.1, -13
O=C(CN(Cc1ccccc1F)C(=O)c1ccco1)NCc1ccc(F)cc1
    11, -0.9, -17
CCc1cc(=O)oc2cc(OC(C)C(=O)O)c(Cl)cc12 (stereo not given)
    10, -0.7, -13
CCSc1oc(-c2ccco2)nc1S(=O)(=O)c1ccccc1
    21, -1.0, -2
C=CCn1c(CC#N)nnc1N1CCOCC1
    3, -0.3, -6
O=C(Nc1ccc(SC(F)F)cc1)c1cccc2nc3ccccc3nc12
    13, -0.2, -22
Cc1cc(NC(=O)c2cccc(S(=O)(=O)N3c4ccccc4CC3C)c2)no1 (stereo not given)
    11, -0.5, -24
Cc1cc(C(=O)O[C@H]2[C@H](Cc3ccccc3)NS(=O)(=O)[C@H]3C[C@@H]4C=C[C@]23O4)ccc1[N+](=O)[O-]
    2, 0.9, -13
O=C(CN1CCOCC1)N1CCN(S(=O)(=O)c2ccccc2)C1c1ccccc1 (stereo not given)
    6, -0.4, -21
CN1C(C(=O)Nc2ccccn2)=C(O)c2ccccc2S1(=O)=O
    12&16, -3.1, 5&-7
COC(=O)[C@H]1[C@@H](C)N(Cc2ccccc2)C(=O)N[C@H]1c1ccccc1
    5, -0.9, -28
CCC(C)(O)c1[nH]c2ccc(C#N)cc2c1C (stereo not given)
    9, 0.9, -10

Later entries
Value order – OX1R antag-1, STK33 inh, OX1R antag-2
CC(=O)OCc1cc2cc(C)ccc2[nH]c1=O
    3, -0.6, -10
Cn1c(=N)n(CC(O)c2cccc3ccccc23)c2ccccc21 (stereo not given)
    21, -1.4, 0
Cc1cccc2sc(NC(=O)C3CCCN(S(=O)(=O)c4cccc5nonc45)C3)nc12 (stereo not given)
    34, -1.0, 5
COc1ccc(NC2=Nc3ccccc3N3C2=Nc2c(c(C)nn2-c2ccc(C)cc2)C3c2cccnc2)cc1 (stereo not given)
    10, 0.0, -29
CCOc1ccc(S(=O)(=O)NCCC(=O)OCN2C(=O)c3ccccc3C2=O)cc1
    9, -3.7, -26
CCc1nnc(NC(=O)CSc2nnc(-c3cc4ccccc4cc3O)n2CCOC)s1
    24, -1.1, -31
CCN(CC)c1ccc(NC(=O)Nc2cccc(C(C)=O)c2)cc1
    25, 0.2, -14
CCOc1ccc(NC(=O)c2cc3ccccc3cc2OC)cc1
    39, 0.0, 6
COc1cccc(C(=O)Nc2ccc(C(=O)NCC3CCCO3)cc2)c1 (stereo not given)
    7, 0.5, -6
Cc1ccc(/C=C/C(=O)Nc2cc(S(=O)(=O)N3CCOCC3)ccc2N2CCOCC2)cc1
    4, -0.1, -20
COC(=O)c1cn(C(=O)c2ccc(C)cc2)c2ccccc12
    3, 1.3, -8
O=C(NC1CCCCC1)c1ccc(N2CCCC2=O)cc1
    19, 0.0, -7
CCOc1ccc2c(c1)c(N=Nc1cccc(C(=O)O)c1)c(O)n2C
    14, 9.0, -13
O=C(Nc1cccc(NC(=O)c2ccccc2Cl)c1)c1ccco1
    48, 0.3, -9
CC(=O)N1c2c(cc(Br)cc2S(=O)(=O)N2CCN(C(=O)c3ccco3)CC2)CC1C (stereo not given)
    8, -0.6, -38

Additional entries
Value order – OX1R antag-1, STK33 inh, OX1R antag-2
Cc1cc2nc(C)n(CCCNC(=O)Nc3cccc4ccccc34)c2cc1C
    28, 0.2, 6
COc1cc(CNn2nnnc2N)ccc1OCC(=O)NC(C)(C)C
    8, 0.3, 11
COC(=O)c1cc(NCc2c(F)cccc2Cl)ccc1N1CCOCC1
    12, -0.2, -19
O=C(NC(C(=O)O)c1ccccc1)c1ccc(S(=O)(=O)N2CCOCC2)cc1 (stereo not given)
    6, -0.4, -9
O=S(=O)(Nc1ccc(Cc2ccncc2)cc1)c1ccc(Cl)s1
    14, -1.2, -19
Cc1ccc(C(=O)n2cnc3ccccc32)cc1C
    13, 0.3, 3
COCC(C)N1CCC(n2nccc2NC(=O)c2ccccc2Cl)CC1 (stereo not given)
    5, -2.7, -11
O=C(N/C=C/c1ccccc1)Nc1ccc(Cl)cc1
    22, -2.9, -16
Cc1cc(OC(C)C(=O)N/N=C/CC(C)c2ccccc2)ccc1Cl (stereo not given)
    25, -0.9, -31
O=C(Nc1ccc2c(c1)OCCO2)C1CCCN(c2ncccn2)C1 (stereo not given)
    7, -0.4, -8
Cc1cccc(NC(=O)CSc2nc3nc(C)cc(C)n3n2)c1
    17, -1.1, -13
COc1ccccc1NS(=O)(=O)c1cccc(NC(=O)Nc2ccc(Cl)cc2)c1
    52*, -1.1, 51*
CCOC(=O)c1ccccc1NC(=O)Cc1ccc(S(=O)(=O)N2CCCC2)s1
    12, -1.3, -10
O=C(Oc1c(-c2ccccc2)c(=O)n2c3c(cccc13)CC2)c1ccc(Cl)cc1
    1, -1.9, -25
O=C(NC(=S)NNS(=O)(=O)c1ccc(Cl)cc1)c1cccnc1
    32, -1.4, -21

Just OX1R antag-1, for two of the compounds above:
SMILES	OX1R antag-1
COCC(C)N1CCC(n2nccc2NC(=O)c2ccccc2Cl)CC1 (stereo not given)	5
O=C(N/C=C/c1ccccc1)Nc1ccc(Cl)cc1	22

(continued)
Value order – OX1R antag-1, STK33 inh, OX1R antag-2
CCN1CCN(C(=S)Nc2ccsc2C(=O)OC)CC1
    0, -1.2, -9
Cc1ccc2cc3c(nc2c1)N(Cc1ccco1)CC3
    24, -1.4, -23
CCOC(=O)N1CCC(NC(=O)CSCc2nc(-c3ccc(C)cc3)oc2C)CC1
    33, -0.5, -24
CCNCc1ccc(OCc2cccs2)c(OCC)c1
    18, -1.1, -16
CC1C2Cn3c(nc4ccccc43)C1N(C(C)C)O2 (stereo not given)
    29, 1.6, -3
COCCNC(=O)CN1c2ccccc2CC1C (stereo not given)
    2, 0.3, -21
Cc1cccc(NC(=O)CSc2nccn2Cc2ccco2)c1
    14, -0.5, -12
CCc1ccc(S(=O)(=O)NCCc2cn3ccccc3n2)s1
    17, 1.6, -26
CC(C)(Oc1ccc(-c2ccco2)cc1)C(=O)O
    12, -3.9, -10
CC(NC(=O)CCNS(=O)(=O)c1ccccc1)c1ccccc1 (stereo not given)
    17, -0.7, -9
COc1ccc(NC(=O)Cn2c3ccccc3c3nc4n(c(=O)c32)CCS4)cc1
    74*, -1.0, 4
COC(=O)[C@]1(CC(C)C)N[C@H](c2ccc(SC3CCCCC3)c(OC)c2)[C@@H]2C(=O)N(C)C(=O)[C@@H]21
    19, -1.1, -46
COc1cccc(NC(=O)C/C(C)=N/NC(=O)c2ccccc2Cl)c1
    8, -1.2, -23
CC(=O)N1CCC(N(CCN2CCOCC2)C(=S)Nc2ccc(C)cc2C)CC1
    12, 0.6, -4
N#CCCN1CCN(S(=O)(=O)c2ccc(C#N)cc2)CC1
    19, 1.0, -10

Continuation.
Value order – OX1R antag-1, STK33 inh, OX1R antag-2
COc1ccccc1OCC(=O)Nc1ccc(C(N)=O)cc1
    1, -0.7, 4
Cc1cc(NNC(=O)Nc2cccc(Cl)c2)nc2c1c(C)nn2C
    35, 0.1, 5
CCOC(=O)CSc1ncccn1
    11, -0.1, -3
Cc1cc(=O)oc2cc(OC(C)C(=O)N3CCOCC3)ccc12 (stereo not given)
    7, -1.0, -12
O=C(CN1CCN(C(=O)C2CCCO2)CC1)Nc1cc(Cl)ccc1Cl (stereo not given)
    8, -1.7, -3
O=C(/C=C/c1ccc(OCCCF)cc1)NCc1cccc(Cl)c1
    26, -2.4, -6
CN1CCN(C(=O)c2ccc3c(c2)N(Cc2cccc(Cl)c2)C(=O)c2ccccc2S3(=O)=O)CC1
    9, 0.9, -14
NC(=O)CN1CCOCCOCCOCCOCCOCC1
    15, -0.7, -4
C=CCn1c(=O)c2ccccc2n2c(SCC(=O)NCC)nnc12
    3, 0.0, -29
c1ccc(-n2nnc3ccccc32)cc1
    18, -2.1, -8
COCCCNC(=S)NC(=O)c1ccccc1
    6, 4.4, -8

OX1R antag-1: hit marks shown above
Value order – OX1R antag-1, STK33 inh, OX1R antag-2
CN(CC(=O)Nc1ccccc1Br)C(=O)COc1ccc2ccccc2c1
    41*, -1.2, 1
Cc1[nH]n(C)c(=O)c1N=Nc1ccc(S(C)(=O)=O)cc1
    76*, 2.3, -4
COc1ccccc1NS(=O)(=O)c1cccc(NC(=O)Nc2ccc(Cl)cc2)c1
    52*, -1.1, 51*
COc1ccc(NC(=O)Cn2c3ccccc3c3nc4n(c(=O)c32)CCS4)cc1
    74*, -1.0, 4
